p53 PUMA act: restores mutant p53 pathway signaling in SW480 cells | activation, % at 9.98 µM | hit rate 1.5% among 28,000 | SW480 PUMA-promoter luciferase, p53 mutant reactivation; in the data active = activation above about 52%; inconclusive = no clear call, values can overlap the other calls
STK33 inh: human STK33 kinase inhibition | Q9BYT3 | hit rate 0.44% among 27,000 | inhibition, % at 12.5 µM | ADP-Glo luminescence, MBP substrate; in the data active = inhibition above about 20%; inconclusive = no clear call, values can overlap the other calls
Target sequence (Q9BYT3 whole entry, looked up): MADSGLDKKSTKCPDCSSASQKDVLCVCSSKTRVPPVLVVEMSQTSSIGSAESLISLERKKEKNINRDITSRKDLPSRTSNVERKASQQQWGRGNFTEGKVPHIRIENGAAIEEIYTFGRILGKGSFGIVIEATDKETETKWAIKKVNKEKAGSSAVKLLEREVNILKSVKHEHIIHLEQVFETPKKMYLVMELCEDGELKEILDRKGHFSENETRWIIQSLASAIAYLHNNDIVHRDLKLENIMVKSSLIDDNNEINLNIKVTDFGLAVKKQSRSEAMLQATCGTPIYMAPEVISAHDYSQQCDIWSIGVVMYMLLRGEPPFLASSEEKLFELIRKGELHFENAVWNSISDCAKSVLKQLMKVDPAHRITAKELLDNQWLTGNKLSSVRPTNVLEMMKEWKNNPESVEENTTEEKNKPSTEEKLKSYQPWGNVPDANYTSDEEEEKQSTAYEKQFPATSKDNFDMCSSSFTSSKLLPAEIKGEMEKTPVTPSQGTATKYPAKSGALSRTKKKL
* = called active by the depositor; ? = inconclusive; . = not tested or not shown. Only part of the results is shown. The share of hits here may be higher or lower than overall.

SMILES | p53 PUMA act | STK33 inh
C=CCNC(=O)[C@H]1[C@@H]2C(=O)O[C@@H](c3ccccc3)[C@@H](c3ccccc3)N2[C@@H](c2ccc(O)cc2)[C@]12C(=O)Nc1ccc(C#Cc3ccc(OC)cc3)cc12 | . | 7.3
COc1ccc(NC(=O)Nc2ccc3c(c2)C(=O)N([C@@H](C)CO)C[C@@H](C)[C@@H](CN(C)Cc2ccncc2)O3)cc1 | . | 0.0
O=C(CSc1nc2ccc(NC(=O)c3ccccc3)cc2s1)Nc1cccc([N+](=O)[O-])c1 | 59.5* | 5.6
O=C(C[C@H]1C[C@@H]2c3cc(NC(=O)C4CCOCC4)ccc3O[C@@H]2[C@@H](CO)O1)NCc1ccccn1 | 3.8 | .
Cc1ccc(S(=O)(=O)Nc2ccc3c(c2)C(=O)N([C@H](C)CO)C[C@H](C)[C@H](CN(C)S(=O)(=O)c2cccs2)OCCCC[C@@H](C)O3)cc1 | . | 0.2
Cc1noc(C)c1NC(=O)N(C)C[C@H]1Oc2ccc(NS(=O)(=O)c3ccccc3)cc2CC(=O)N([C@H](C)CO)C[C@H]1C | . | -3.1
C[C@H]1CN([C@@H](C)CO)C(=O)c2cc(NS(=O)(=O)c3cccs3)ccc2O[C@@H]1CN(C)Cc1ccccc1 | . | 0.0
C[C@@H]1CN([C@@H](C)CO)C(=O)Cc2cc(NS(C)(=O)=O)ccc2O[C@@H]1CN(C)S(=O)(=O)c1cn(C)cn1 | -5.5 | 0.3
Cc1ccccc1-c1ccc2c(c1)O[C@@H](CN(C)C(=O)Nc1ccc(C(F)(F)F)cc1)[C@H](C)CN([C@@H](C)CO)S2(=O)=O | -50.8 | .
C[C@@H]1CN([C@H](C)CO)C(=O)CCCn2nncc2CO[C@@H]1CN(C)Cc1cccnc1 | . | -2.1
C=C(C)C1CCC2(C(=O)O)CCC3(C)C(CCC4C5(C)C(C=O)C(O)C(C)(C)C5CCC43C)C12 (configuration not stated) | -6.0 | 0.8
CCOC(=O)c1nnc2c(Br)c(C)nn2c1C | 20.8 | .
Cn1c(=O)c2[nH]c(NCCN3CCOCC3)nc2n(C)c1=O | -7.3 | 2.8
O=C(CCN1C(=O)c2ccc([N+](=O)[O-])cc2C1=O)Nc1ccccc1I | 0.3 | 2.9
C[C@@H]1CN([C@H](C)CO)C(=O)c2cc(NS(=O)(=O)c3ccccc3)ccc2O[C@H]1CN(C)S(=O)(=O)c1ccc(F)cc1 | . | -0.2

SMILES | p53 PUMA act | STK33 inh
CNC[C@@H]1OCCCC[C@@H](C)Oc2ccc(NS(=O)(=O)c3cn(C)cn3)cc2C(=O)N([C@@H](C)CO)C[C@@H]1C | -7.7 | .
COc1ccc(C(=O)NCC(=O)Nc2cc(OC)ccc2OC)cc1 | 1.5 | 0.0
COC1C=CC23c4cc5c(cc4CN(C[C@H]2O)[C@@H]3C1)OCO5 (some centres not stated) | . | 0.3
COc1ccc(OC)c(C2C(C(=O)c3ccco3)C(=O)C(=O)N2CCN2CCOCC2)c1 (configuration not stated) | -2.3 | -4.4
Cc1ccccc1-c1nc(C#N)c(NCCN2CCOCC2)o1 | 7.4 | 1.2
C[C@H](CO)N1C[C@H](C)[C@H](CN(C)C(=O)NC2CCCCC2)Oc2ccc(NS(=O)(=O)c3cn(C)cn3)cc2CC1=O | . | -2.3
C[C@H]1CN([C@@H](C)CO)S(=O)(=O)c2ccc(Br)cc2O[C@@H]1CN(C)Cc1ccccc1 | -36.0 | .
CC(C)NC(=O)N(C)C[C@H]1Oc2ccc(NC(=O)NC3CCCCC3)cc2CC(=O)N([C@@H](C)CO)C[C@H]1C | . | 1.6
Cc1noc(C)c1NC(=O)N(C)C[C@@H]1Oc2ccc(NC(=O)Nc3cccc4ccccc34)cc2C(=O)N([C@H](C)CO)C[C@@H]1C | 5.3 | .
O=C(O)C1CCCCC1C(=O)Nc1ccc(C(=O)N2CCCCC2)c(Cl)c1 (configuration not stated) | -1.4 | -0.5
C[C@@H]1CN([C@H](C)CO)C(=O)c2cc(-c3cccnc3)cnc2O[C@@H]1CN(C)C(=O)Nc1ccccc1 | -1.9 | .
CC(C)(C)c1ccc(OCc2nnc(Sc3ccc([N+](=O)[O-])cn3)n2-c2ccccc2)cc1 | 4.5 | 0.4
COc1ccc(S(=O)(=O)N(C)C[C@H]2Oc3c(NC(=O)C4CCOCC4)cccc3C(=O)N([C@@H](C)CO)C[C@@H]2C)cc1 | -1.3 | .
COc1ccc(NC(=O)N(C)C[C@H]2OCCCC[C@@H](C)Oc3ccc(NC(=O)Cc4ccccc4)cc3C(=O)N([C@H](C)CO)C[C@@H]2C)cc1 | . | -3.0
CN(CCOC(=O)c1ccc(Cl)cc1)c1ncc(C(F)(F)F)cc1Cl | . | -0.9

SMILES | p53 PUMA act | STK33 inh
COc1cccc(NC(=O)C(C)N(c2ccc(C)c(C)c2)S(C)(=O)=O)c1 (configuration not stated) | 2.1 | 2.7
CCCC(O)C#Cc1cnc2c(c1)C(=O)N([C@H](C)CO)C[C@H](C)[C@H](CN(C)C(=O)Nc1ccc3c(c1)OCO3)O2 (some centres not stated) | . | 1.8
CC(C)NC(=O)N(C)C[C@H]1OCCCC[C@H](C)Oc2ccc(NS(=O)(=O)c3ccccc3)cc2C(=O)N([C@@H](C)CO)C[C@@H]1C | -2.0 | .
C[C@H](CO)N1C[C@H](C)[C@@H](CN(C)Cc2ccc3c(c2)OCO3)Oc2c(NS(=O)(=O)c3cn(C)cn3)cccc2C1=O | 1.8 | .
CCCN(C)C[C@@H]1OCCCC[C@@H](C)Oc2ccc(NC(=O)CCC(F)(F)F)cc2C(=O)N([C@H](C)CO)C[C@@H]1C | . | 0.6
CC(C)OC(=O)N(C)C[C@@H]1OCc2cnnn2CCCC(=O)N([C@H](C)CO)C[C@H]1C | . | -0.7
COc1ccc(C(NC(=O)c2ccccc2)c2ccc3cccnc3c2O)c(OC)c1 (configuration not stated) | -75.7 | 1.9
C[C@@H]1CCCCO[C@@H](CN(C)S(=O)(=O)c2ccccc2)[C@H](C)CN([C@H](C)CO)C(=O)c2cc(NC(=O)CCCN(C)C)ccc2O1 | 7.0 | .
Cc1ccc(C(=O)CSc2nnc(N)s2)c(C)c1 | 47.2 | 2.2
CCOC(=O)c1ccccc1NC(=O)COc1ccc(C)cc1C(C)(C)C | -23.9 | 2.3
CN1CC[C@]23c4ccccc4N[C@H]1[C@]21CCN(C)[C@H]3Nc2ccccc21 | 17.0 | 0.7
CCCCCC(O)c1cccc(OCc2ccc3ccccc3n2)c1 (configuration not stated) | . | 0.0
Cc1cc(C)c(S(=O)(=O)N(C)CC(=O)Nc2ccc3c(c2)OCCO3)c(C)c1 | -0.7 | ?
Cc1noc(C)c1S(=O)(=O)Nc1ccc2c(c1)CC(=O)N([C@H](C)CO)C[C@@H](C)[C@H](CN(C)S(=O)(=O)c1ccc(F)cc1)O2 | . | -1.8
C[C@H]1CN([C@@H](C)CO)C(=O)c2cc(NC(=O)NC3CCCCC3)ccc2O[C@@H]1CN(C)S(=O)(=O)c1ccccc1 | -2.3 | 1.2

SMILES | p53 PUMA act | STK33 inh
C[C@H](CO)N1C[C@H](C)[C@H](CN(C)Cc2ccccn2)Oc2ncc(C3=CCCC3)cc2C1=O | 7.9 | .
COc1ccc(NC(=O)N(C)C[C@@H]2Oc3ccc(NC(=O)Nc4c(C)noc4C)cc3CC(=O)N([C@H](C)CO)C[C@H]2C)cc1 | . | 1.7
CCc1c(O)nc(SCC(=O)N(c2ccccc2)c2ccccc2)[nH]c1=O | -3.6 | 2.9
COc1ccc(S(=O)(=O)N(C)C[C@@H]2OCCCC[C@@H](C)Oc3ccc(N(C)C)cc3C(=O)N([C@H](C)CO)C[C@@H]2C)cc1 | . | -3.6
Cc1ccc(NC(=O)Cn2cnc3sc(C(=O)Nc4ccccc4)c(C)c3c2=O)cc1 | -18.9 | 2.1
C[C@@H]1CN([C@H](C)CO)C(=O)c2cccc(NS(=O)(=O)c3cn(C)cn3)c2O[C@H]1CN(C)Cc1ccc(C(F)(F)F)cc1 | 8.0 | .
COC(=O)c1c(-c2ccc(OC)c(OC)c2)csc1NC(=O)COc1ccccc1 | 19.2 | 0.1
COc1ccc(S(=O)(=O)Nc2ccc3c(c2)C(=O)N([C@H](C)CO)C[C@@H](C)[C@H](CN(C)S(=O)(=O)c2ccc(Cl)cc2)O3)cc1 | . | 1.8
Cc1ccc(NC(=O)c2oc3ccccc3c2NC(=O)Cc2coc3ccc(C)cc23)cc1 | 47.7 | -0.8
Cc1cc(NS(=O)(=O)c2ccc(NC(=O)c3oc4cc(C)c(C)cc4c3C)cc2)nc(C)n1 | -2.8 | -3.6
C[C@H]1CN([C@@H](C)CO)C(=O)Cc2cc(NC(=O)CCN3CCOCC3)ccc2O[C@@H]1CN(C)Cc1ccc(C(F)(F)F)cc1 | . | 1.6
CC(=O)c1cccc(NC(=O)CSc2nc(-c3ccccc3)c(-c3ccccc3)o2)c1 | -1.4 | 11.6
Cc1noc(C)c1NC(=O)N(C)C[C@H]1OCCCC[C@@H](C)Oc2ccc(N(C)C)cc2C(=O)N([C@@H](C)CO)C[C@@H]1C | 4.2 | .
CCC(=O)Nc1ccc(Br)cc1-c1nnc(SC)[nH]c1=O | -13.4 | -0.7
Cc1noc(C)c1S(=O)(=O)N(C)C[C@H]1Oc2ccc(NC(=O)c3ccncc3)cc2CC(=O)N([C@H](C)CO)C[C@H]1C | 3.1 | .

Screens in order – p53 PUMA act | STK33 inh
Cc1noc(C)c1NC(=O)N(C)C[C@@H]1Oc2c(NC(=O)c3cnccn3)cccc2C(=O)N([C@H](C)CO)C[C@@H]1C
  3.1 | .
COc1ccccc1CN1C(=O)c2ccccc2[C@](Cc2ccccc2I)(C(=O)NCCN2CCOCC2)[C@@H]1c1ccc(CO)cc1
  . | 0.7
O=C(CSc1ncccn1)Nc1cccc2ccccc12
  20.2 | -2.7
Cc1ccc(S(=O)(=O)N(C)C[C@@H]2Oc3ccc(NC(=O)Nc4ccc(F)cc4)cc3C(=O)N([C@H](C)CO)C[C@@H]2C)cc1
  . | -2.6
C[C@@H]1CN([C@@H](C)CO)C(=O)Cc2cc(NS(=O)(=O)c3ccccc3)ccc2O[C@@H]1CN(C)Cc1ccc(C(F)(F)F)cc1
  . | 6.2
CC(C)NC(=O)Nc1ccc2c(c1)C(=O)N([C@@H](C)CO)C[C@@H](C)[C@H](CN(C)C(=O)c1ccncc1)OCCCC[C@@H](C)O2
  5.1 | .
Cc1ccc(OC(=O)N(C)C[C@H]2OCc3cn(nn3)CCCC(=O)N([C@H](C)CO)C[C@@H]2C)cc1
  4.9 | -0.5
COc1cc(Cl)c(C)cc1NC(=O)C1CCC(=O)N1S(=O)(=O)c1ccc(C)cc1 (configuration not stated)
  -0.7 | -2.7
COc1ccccc1CCNC(=O)c1cnccn1
  18.5 | -1.7
C[C@@H]1CN([C@@H](C)CO)C(=O)c2cc(NS(=O)(=O)c3ccc(F)cc3)ccc2O[C@@H]1CN(C)C
  . | -2.7
Cn1nnnc1SCC(=O)Nc1ncccn1
  7.9 | 2.9
CC(C)C#Cc1cnc2c(c1)C(=O)N([C@H](C)CO)C[C@@H](C)[C@H](CN(C)C(=O)c1ccccn1)O2
  11.0 | .
OC(CSc1ccccn1)CC(O)c1ccccc1 (configuration not stated)
  . | 0.6
COc1ccccc1-c1ccc2c(c1)O[C@H](CN(C)C(=O)c1ccccc1)[C@@H](C)CN([C@H](C)CO)S2(=O)=O
  -14.6 | .
Cc1noc(C)c1NC(=O)Nc1ccc2c(c1)CC(=O)N([C@@H](C)CO)C[C@H](C)[C@@H](CN(C)Cc1ccc(Cl)c(Cl)c1)O2
  . | 0.4
C[C@@H]1CCCCO[C@@H](CN(C)Cc2ccccc2)[C@@H](C)CN([C@H](C)CO)C(=O)c2cc(NS(=O)(=O)c3ccccc3)ccc2O1
  1.1 | 2.0
C[C@H]1CCCCO[C@H](CN(C)C(=O)c2ccncc2)[C@@H](C)CN([C@@H](C)CO)C(=O)c2cc(N(C)C)ccc2O1
  3.7 | .
COc1ccccc1-n1c(SCC(=O)c2ccc3c(c2)CCCC3)nc2ccccc2c1=O
  -6.0 | 0.4
CC(C)NC(=O)Nc1ccc2c(c1)C(=O)N([C@H](C)CO)C[C@@H](C)[C@@H](CN(C)C(=O)c1ccncc1)OCCCC[C@H](C)O2
  -3.4 | .
Cc1ccc(C)c(NC(=O)CN(c2ccc(C)c(Cl)c2)S(C)(=O)=O)c1
  2.5 | -3.5
O=C(CNS(=O)(=O)c1ccccc1)Nc1ccc2c(c1)OCCO2
  23.9 | 0.2
C[C@@H]1CN([C@H](C)CO)C(=O)c2cccc(NC(=O)C3CCOCC3)c2O[C@H]1CN(C)Cc1ccc(Cl)c(Cl)c1
  0.9 | .
C[C@@H]1CN([C@H](C)CO)C(=O)c2cccc(NC(=O)Nc3cccc4ccccc34)c2O[C@@H]1CN(C)Cc1ccc2c(c1)OCO2
  -13.0 | .

Exported field by field: part of the list above
Cn1nnnc1SCC(=O)Nc1ncccn1
  p53 PUMA act = 7.9; STK33 inh = 2.9

CC(C)C#Cc1cnc2c(c1)C(=O)N([C@H](C)CO)C[C@@H](C)[C@H](CN(C)C(=O)c1ccccn1)O2
  p53 PUMA act = 11.0; STK33 inh = .

OC(CSc1ccccn1)CC(O)c1ccccc1 (configuration not stated)
  p53 PUMA act = .; STK33 inh = 0.6

COc1ccccc1-c1ccc2c(c1)O[C@H](CN(C)C(=O)c1ccccc1)[C@@H](C)CN([C@H](C)CO)S2(=O)=O
  p53 PUMA act = -14.6; STK33 inh = .
